Source: PubChem BioAssay (several laboratories)
AID2073: inhibitors of Mint1-CaV2.2 protein interaction, biochemical, HTRF (AID 2073). HTRF protein-protein interaction, Mint1-CaV2.2; higher % means a stronger effect. one-dose inhibition, % at 20 µM; IC50 in µM for titrated hits. 0.19% of 290,000 active; in the data active = inhibition mostly above about 51%, no sharp cut-off; inconclusive = no clear call, values can overlap the other calls; inactive = mostly below about 53%; note: some results filed as inactive read as strong as hits
NS5 inhibitors: Dengue-2 NS5 methyltransferase inhibitors, primary screen, biochemical, confirmation dose response (AID 588689) | Dengue-2 NS5 methyltransferase capping enzyme assay, biochemical; higher % means a stronger effect | one-dose inhibition, % at 25 µM; IC50 in µM for titrated hits | 0.3% of 340,000 active; in the data active = a potency from the dose series; inconclusive = inhibition above about 29% without an active follow-up result
WT yeast gro inh: growth inhibition of WT yeast, mitochondrial fusion screen. mitochondrial fusion phenotypic screen, WT strain. 2.1% of 190,000 active. AID 1362. inhibition, % at 10 µM; in the data active = inhibition above about 58%; tested in S. cerevisiae
RSV CPE inhibition: inhibition of RSV-induced cytopathic effect – HEp-2 cells, primary 10 µM value included (AID 2391). 0.13% of 310,000 active. HEp-2 cells, RSV-induced CPE inhibition; higher % means a stronger effect. CPE inhibition, % at 10 µM; hits with a dose series show IC50 in µM; in the data active = a potency from the dose series; inconclusive = CPE inhibition mostly from about 23% at the one dose, without a potency; inactive = the rest, 99 in 100 with CPE inhibition below about 21%; note: strong numbers were not always called active
NTR1 agonist: agonists of NTR1, primary screen, imaging, U2OS cells, beta-arrestin-GFP, high content (AID 493036); P30989; NTR1-U2OS beta-arrestin-GFP spot imaging, agonist mode; activation, % at 20 µM; 0.17% of 330,000 active;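 active = activation at or above 40% of the spot to cytoplasm intensity ratio, with at least 20 cells analyzed; inconclusive = wells under 20 cells, flagged as cytotoxic or low count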;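 note: 0% = DMSO without peptide and 100% = 100 nM NTR1 peptide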
Target sequence (P30989 whole entry, looked up): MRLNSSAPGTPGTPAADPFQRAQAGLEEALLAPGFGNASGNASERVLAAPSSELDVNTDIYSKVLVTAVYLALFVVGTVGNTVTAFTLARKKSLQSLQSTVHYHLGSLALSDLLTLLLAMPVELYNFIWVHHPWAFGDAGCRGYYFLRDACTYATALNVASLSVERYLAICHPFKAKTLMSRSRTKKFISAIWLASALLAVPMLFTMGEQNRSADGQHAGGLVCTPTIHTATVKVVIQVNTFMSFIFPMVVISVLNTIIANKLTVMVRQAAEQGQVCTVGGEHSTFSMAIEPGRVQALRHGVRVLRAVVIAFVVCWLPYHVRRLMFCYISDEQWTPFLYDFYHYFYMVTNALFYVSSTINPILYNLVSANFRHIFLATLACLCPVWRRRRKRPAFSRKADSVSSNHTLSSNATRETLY
Autophagy HCS: modulators of autophagy. AID 463193. MEF GFP-LC3 puncta imaging; test concentration mostly 10 µM. 0.98% of 190,000 active. calls only at 10 µM (by protocol);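 active = percentage of spot-positive cells more than 3 SD above its plate mean, without a fluorescence outlier flag or 80% toxicity; inconclusive = no clear call, values can overlap the other calls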;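 note: spot-positive cell cutoff set from DMSO-treated cells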
LYP inhibition: inhibitors of LYP phosphatase, biochemical, fluorescence intensity, uHTS (AID 1779); recombinant LYP phosphatase, fluorescence intensity; higher % means a stronger effect; 0.054% of 290,000 active; one-dose inhibition, % at 11.5 µM; IC50 in µM for titrated hits; in the data active = inhibition above about 50%;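 note: plate controls were vehicle with enzyme for no effect and no enzyme for full effect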
K1F lysis inhibition: protection from phage-mediated lysis, alamar blue read-out – E. coli UTI89, K1F phage, bacterial capsule biogenesis inhibitors (AID 488966); E. coli UTI89 K1F phage lysis, alamar blue, 2 h; higher % means a stronger effect; inhibition, % at 100 µM; hits with a dose series show IC50 in µM; 0.02% of 340,000 active;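 active = phage lysis inhibition, versus mean bacterial control, above a set limit; inconclusive = no clear call, values can overlap the other calls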;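 note: capsule biogenesis inhibitors block K1F phage lysis so surviving cells raise fluorescence; higher fluorescence means more inhibition of phage lysis; actives were called in the ten point dose series up to 300 µM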
GPR35 antagonists: GPR35 antagonists blocking zaprinast-driven arrestin recruitment, primary screen, imaging, U2OS, beta-arrestin-GFP, zaprinast agonist (AID 2058); U2OS GPR35 beta-arrestin-GFP translocation imaging, zaprinast antagonism; higher % means a stronger effect; inhibition, % at 10 µM; hits with a dose series show IC50 in µM; 0.052% of 290,000 active;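 active = inhibition of at least 50% with at least 30 cells and total cytoplasm GFP at most 10,000,000; inconclusive = under 30 cells or total GFP of 10,000,000 plus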
WT yeast gro inh mutant strain: second read-out of WT yeast gro inh, no call of its own (marks repeat the call); inhibition, %; mitochondrial fusion phenotypic screen, mutant strain inhibition
Autophagy HCS cell loss 18 h: second read-out of Autophagy HCS, no call of its own (marks repeat the call); toxicity, %; measured here: cell loss, nuclei count;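 cell loss after 18 h compound exposure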
NTR1 agonist cell count 20 µM: recorded beside NTR1 agonist, whose call it bears; cell count; measured here: cell count, cytotoxicity flag
The depositor's hits bear a star; i = inactive; ? = inconclusive; / = not tested or not shown; [ ] = another dose, or the depositor's remark.

SMILES | AID2073 | NS5 inhibitors | WT yeast gro inh | WT yeast gro inh mutant strain | RSV CPE inhibition | NTR1 agonist | NTR1 agonist cell count 20 µM | Autophagy HCS | Autophagy HCS cell loss 18 h | LYP inhibition | K1F lysis inhibition | GPR35 antagonists
c1ccc2c(c1)nc(NCCN1CCOCC1)c1nncn12 | 6.6% | -5.6% | 8.0 | 1.8 | 0.9% | 1.5 | 63 | / | / | -6.6% | -0.4% | 10.3%
O=C(CC1CCCCC1)NCc1ccccc1 | 6.8% | / | / | / | 1.4% | -1.3 | 69 | / | / | -6.2% | 0.6% | 7.2%
Cc1cc(NC(=O)CSc2nccn2-c2cccc(Cl)c2)no1 | 20.2% | -3.2% | / | / | 0.1% | 1.0 | 53 | / | / | -11.4% | 0.0% | -1.4%
COc1cc(NC(=O)Nc2ccc(Cl)c(Cl)c2)c(C(=O)O)cc1OC | 17.0% | 8.6% | / | / | 1.1% | 1.4 | 63 | / | / | -7.4% | 0.0% | 11.7%
O=C(/C=C/c1ccccc1[N+](=O)[O-])NCCc1ccc(F)cc1 | -16.4% | -10.6% | -2.6 | -9.5 | 2.2% | 2.0 | 93 | i | -3.6 | -10.7% | 0.3% | -10.3%
CC(C)(C)CC(C)(C)NC(=O)c1ccc2snnc2c1 | 0.6% | -8.7% | / | / | -0.8% | 2.7 | 50 | / | / | -3.6% | -0.2% | 3.5%
Cc1cc(C)c(C#N)c(Nc2cccc(Br)c2)n1 | 1.0% | / | / | / | 0.7% | 3.1 | 61 | / | / | -7.7% | 0.3% | 13.7%
O=C(CCCc1ccccc1)Nc1ccnn1C1CCN(Cc2ccccc2)CC1 | 2.8% | -0.9% | / | / | -2.5% | -0.5 | 45 | / | / | -4.4% | -0.4% | -5.4%
CC(C)(C)c1ccc(OCC(=O)Nc2ccc(-c3nc4cccnc4o3)cc2)cc1 | 43.3% | -7.6% | 9.5 | 6.5 | 0.6% | 0.6 | 61 | i | -9.9 | -0.5% | 0.0% | 2.9%
COC(=O)c1c(-c2ccccc2)csc1NC(=O)c1ccco1 | 20.3% | -0.7% | -6.1 | 3.5 | 3.2% | 0.3 | 63 | i | -12.5 | -15.0% | 0.4%[50 µM] | 5.3%
COc1ccc(N2CCN(C(=S)Nc3cccc(OC)c3)CC2)cc1 | -32.6% | -10.9% | / | / | -1.1% | 1.6 | 64 | / | / | 1.2% | 0.7% | 12.6%
S=C1NCN(Cc2ccccc2)CN1 | -30.6% | 3.1% | / | / | / | -0.7 | 46 | / | / | -5.0% | -2.5% | 18.1%
CC(=O)c1ccc(NC(=S)N(C)C2CCN(C)CC2)cc1 | -21.3% | -11.0% | -2.3 | 3.7 | -0.3% | 2.6 | 53 | i | -4.1 | -2.7% | 2.2%[50 µM] | 0.4%
Cc1ccccc1CSc1nnc(C)c(=O)n1N | -2.7% | -3.7% | 14.9 | 9.7 | 3.2% | -0.7 | 56 | i | 18.9 | -1.8% | 2.5% | 1.1%
Cn1c(N)c(C(=O)CSc2nc(C3CC3)n(-c3ccccc3)n2)c(=O)n(C)c1=O | / | -0.4% | / | / | 0.4% | 8.7 | 75 | / | / | / | 1.4%[50 µM] | /
CCc1ccc2c(c1)c1nc(C)sc1n2CC(=O)OC | -39.4% | 0.0% | 18.4 | -8.8 | 1.7% | 2.8 | 51 | i | 2.7 | -4.7% | -0.5% | -11.4%
Cc1cc(NC(=O)CCC(=O)N(CC(=O)NC2CCCC2)Cc2ccco2)no1 | 0.6% | 1.6% | -10.4 | -30.0 | 2.8% | -0.7 | 59 | i | -3.1 | -8.2% | 3.3% | -2.3%
COc1cc(/C=N/NC(=O)c2csc3c2CCCC3)ccc1OCCN1CCOCC1 | 1.8% | -2.0% | / | / | 2.1% | 1.4 | 89 | / | / | -3.6% | 0.8%[50 µM] | 6.3%
COc1cc(NC(=O)c2cccnc2)ccc1NC(=O)c1ccccc1Cl | 8.5% | -10.7% | / | / | 0.9% | 1.2 | 60 | / | / | -4.8% | 0.2% | -4.8%
O=C1c2ccccc2NC2(CCCC2)N1O | 10.4% | -4.1% | -9.7 | -10.6 | 0.4% | -1.3 | 58 | i | 4.8 | -10.4% | 0.5% | 2.3%
FC(F)(F)c1cnc2c(-c3ccc(Cl)cc3Cl)noc2c1 | 2.9% | 0.6% | 8.2 | 4.3 | 2.2% | 2.7 | 51 | i | -4.5 | -0.6% | 0.5% | 6.8%
COc1ccc(C(=O)OCn2nnc3ccccc3c2=O)cc1OC | -2.7% | -6.0% | 0.2 | -7.5 | 1.0% | -1.3 | 38 | i | 0.8 | 2.3% | 0.2% | 7.3%
O=C(NNC(=O)C1CC1)Nc1ccc(Cl)cc1 | 0.0% | -5.8% | / | / | 0.9% | -0.2 | 77 | / | / | -7.0% | -0.1%[50 µM] | 8.2%
CCCOC(=O)Nc1sc2c(c1C(N)=O)CCCC2 | -11.5% | -3.8% | 1.3 | 6.1 | 3.4% | 3.5 | 59 | i | -12.7 | -5.1% | 0.2% | 9.0%
Cn1cc(C(=O)c2ccc(Cl)cc2)cc1-c1nc2ccccc2n1C | 47.6% | -8.9% | 6.0 | 3.0 | 4.5% | 3.6 | 41 | i | -0.7 | -4.4% | 0.3% | 13.2%

Continued:
SMILES | AID2073 | NS5 inhibitors | WT yeast gro inh | WT yeast gro inh mutant strain | RSV CPE inhibition | NTR1 agonist | NTR1 agonist cell count 20 µM | Autophagy HCS | Autophagy HCS cell loss 18 h | LYP inhibition | K1F lysis inhibition | GPR35 antagonists
COCCNC(=O)CN(c1cc(C(F)(F)F)ccc1Cl)S(C)(=O)=O | -1.1% | -2.8% | -9.6 | -10.0 | 0.7% | -1.5 | 39 | i | 13.1 | 3.7% | 0.1% | -9.2%
O=[N+]([O-])c1cccc(C(=S)N2CCCC2)c1 | -3.5% | 1.7% | 7.9 | 14.8 | -0.2% | -0.9 | 48 | i | -12.4 | -5.8% | -1.1% | 3.3%
N#CC1=C(N)Oc2c(oc(CO)cc2=O)C1c1ccsc1 (centres undefined) | -0.3% | -6.5% | 4.7 | 8.9 | 0.5% | 1.0 | 72 | i | -5.7 | -2.2% | 0.8% | -17.3%
Cc1ccc(NC(=O)c2ccc(S(=O)(=O)N3CCCCCC3)cc2)nc1 | / | -10.1% | / | / | ? | 0.9 | 52 | / | / | / | 0.8%[50 µM] | /
COc1ccc(NC(=O)C2CCCN(S(=O)(=O)c3cccc4nonc34)C2)c(OC)c1 (centres undefined) | -1.9% | 3.2% | -8.9 | -9.6 | 0.9% | 1.0 | 81 | i | -37.5 | 1.7% | 3.4%[50 µM] | 12.2%
CC1CN(CC(=O)Nc2ccc(Br)cn2)CC(C)O1 (centres undefined) | 1.8% | 3.1% | / | / | 2.1% | 1.0 | 62 | / | / | -6.1% | 0.8% | -19.8%
O=C(CN(Cc1ccccc1F)S(=O)(=O)c1ccc(Cl)cc1)NCCCO | -2.7% | -5.8% | 5.8 | -1.9 | -1.9% | -0.7 | 59 | i | -3.5 | -7.4% | 1.3% | -12.7%
O=c1[nH]c(=S)[nH]c2sc3c(c12)CCCCCC3 | -11.7% | 1.9% | / | / | 13.9% | 0.2 | 54 | / | / | -10.8% | -1.5% | 0.2%
O=C(NNC(=O)C12CC3CC(CC(C3)C1)C2)c1ccccc1O | / | -10.8% | / | / | 1.3% | 0.5 | 67 | / | / | / | 0.3%[50 µM] | /
Cc1ccc(S(=O)(=O)Nc2cnc3ccccc3c2)cc1 | 0.3% | 2.3% | 3.5 | 8.2 | 1.5% | 2.0 | 49 | i | 2.6 | -2.5% | -2.2% | 19.5%
O=c1c2cnn(-c3ccccc3)c2ncn1Cc1ccccc1 | -1.1% | 6.5% | -15.9 | -14.2 | 18.5% | -2.1 | 69 | i | 7.1 | -11.4% | 1.2% | -2.8%
COC(=O)c1ccc(NC(=O)CN2C(=O)CCC2=O)cc1 | 5.7% | -0.8% | 0.5 | 8.0 | 1.5% | -0.9 | 80 | i | 34.8 | -5.7% | -0.5% | 0.7%
O=C(CC1Nc2ccccc2NC1=O)NCC1COc2ccccc2O1 (centres undefined) | 3.7% | -11.0% | 4.3 | 2.7 | 4.5% | 2.5 | 35 | i | -0.7 | -6.2% | -0.1% | 8.7%
O=C(CSc1nc(=O)n(CCCN2CCOCC2)c2c1CCCC2)Nc1cccc(Cl)c1 | / | -2.9% | / | / | -1.8% | 0.2 | 54 | / | / | / | 1.3%[50 µM] | /
N#C/C(=C/c1ccc(Sc2nc3ccccc3[nH]2)o1)c1cccc(Br)c1 | 5.5% | -2.1% | 13.7 | 3.9 | 18.3% | 4.1 | 49 | i | 1.5 | 2.9% | 0.9%[50 µM] | -15.7%
CCNc1nc(N2CCOCC2)nc(N(c2ccccc2)c2ccccc2)n1 | -6.7% | 3.1% | -2.0 | 12.0 | 0.1% | 0.6 | 101 | i | 1.6 | -0.3% | -0.2% | -17.3%
C/C(=N\NC(=O)C1CC1)c1ccc(N2CCOCC2)cc1 | 4.6% | -6.0% | -1.5 | -3.9 | 4.4% | 2.0 | 70 | i | 7.1 | -0.9% | 1.4% | -2.6%
CCN(CC)CCNC(=O)c1ccc(CS(=O)(=O)c2ccccc2C)o1 | -8.7% | 0.0% | / | / | 0.0% | -1.7 | 79 | / | / | -7.2% | 0.2% | -3.1%
COc1ccc(C2C(C(=O)Nc3cccnc3)=C(C)Nc3nc(-c4cccs4)nn32)cc1 (centres undefined) | 1.6% | 5.5% | -19.3 | -5.6 | 1.9% | 4.9 | 91 | i | -18.0 | -7.1% | 6.4% | -8.4%
COc1cc(C2C(C#N)=C(N)OC3=C2C(=O)CC(C)(C)C3)c([N+](=O)[O-])cc1OC (centres undefined) | -16.5% | >100µM* | -2.2 | 2.1 | 0.3% | -0.9 | 92 | i | -0.9 | 5.3% | 0.7% | 12.4%
